PPARg SRC-3 ag – PPARgamma agonists recruiting SRC-3 coactivator, primary screen, biochemical. biochemical PPARgamma/SRC-3 coactivator recruitment assay. activation, % at 8 µM. hit rate 0.26% among 200,000. AID 731, 2007; in the data active = activation above about 23%;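 note: 0% = DMSO and 100% = reference agonist; some compounds past the cut are filed as inactive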
Target sequence (P37231 whole entry, looked up): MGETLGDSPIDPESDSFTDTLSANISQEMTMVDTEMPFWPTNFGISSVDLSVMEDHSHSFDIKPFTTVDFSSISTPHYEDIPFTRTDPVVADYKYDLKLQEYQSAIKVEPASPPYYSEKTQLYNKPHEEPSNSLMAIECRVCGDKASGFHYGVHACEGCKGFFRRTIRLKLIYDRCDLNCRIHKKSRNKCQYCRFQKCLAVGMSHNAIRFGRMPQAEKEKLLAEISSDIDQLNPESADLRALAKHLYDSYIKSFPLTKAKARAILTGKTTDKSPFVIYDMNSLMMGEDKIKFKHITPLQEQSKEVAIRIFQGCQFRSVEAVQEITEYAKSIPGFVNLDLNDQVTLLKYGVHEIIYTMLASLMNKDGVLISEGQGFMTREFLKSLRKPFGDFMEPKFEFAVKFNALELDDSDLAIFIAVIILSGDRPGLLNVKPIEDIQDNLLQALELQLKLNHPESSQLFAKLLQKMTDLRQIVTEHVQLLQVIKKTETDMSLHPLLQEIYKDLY
TR-FRET SRC-2 ct – TR-FRET signal artefacts, primary screen, artefact control for PPARgamma SRC-2 agonist project, biochemical | TR-FRET artefact counter-screen; stronger effect = higher value | TR-FRET ratio at 8 µM | hit rate 0.4% among 200,000 | AID 1049, 2008; in the data active = TR-FRET ratio above about 2000; note: inactives centre near 1500
STAT3 inh – IL-6 driven STAT3 reporter inhibitors, primary screen, U3A cells, luciferase, luminescence, MLSCN library. AID 862, 2007. IL-6 STAT3-luciferase reporter; host cell line lacks STAT1. hit rate 0.89% among 190,000. inhibition, % at 5.5 µM;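 active = inhibition above the mean inhibition across all screened compounds plus 3 SD, cut at about 44% in these data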;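 note: 0% = DMSO only wells and 100% = 100 µM nifuroxazide control wells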
TLR4 MyD88 comp – inhibitors of TLR4-MyD88 association in cells, primary screen, cell-based, HeLa CL3-4, BLA complementation, FRET ratio; HeLa CL3-4 TLR4/MyD88 BLA complementation; inhibition, % at 8.4 µM; hit rate 0.18% among 200,000; AID 861, 2007; in the data active = inhibition above about 25%;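 note: 0% = vehicle and 100% = reference inhibitor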
PPARg SRC2 recr – agonists of PPARg-SRC-2 recruitment, primary screen, biochemical, HTS. Peroxisome proliferator-activated receptor gamma (Homo sapiens), P37231. PPARgamma LBD-SRC-2 recruitment. activation, % at 8 µM. hit rate 0.34% among 200,000. AID 1032, 2008; in the data active = activation above about 22%;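 note: 0% = vehicle and 100% = reference agonist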
STAT3 act – IL-6 driven STAT3 reporter potentiators, primary screen, U3A cells, luciferase, luminescence, MLSCN library; AID 871, 2007; IL-6 STAT3-luciferase reporter; 100% = signal with IL-6 EC80 alone; activation (% of control), % at 5.6 µM; hit rate 0.91% among 190,000;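 active = activation above the screen-wide mean of compound activation plus 3 SD, cut at about 130% in these data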;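 note: 0% = background luminescence of wells with medium and substrate only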
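system = STAT3-luciferase reporter U3A cells | reagent = IL-6 stimulus at 33 ng/mL final | timing = 1 h compound pre-exposure, 6 h IL-6 stimulation, 37 °C | measured by = luminescence | evaluation = % activation versus median of IL-6-stimulated wells | control set = IL-6-only wells as 100% reference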
STAT1 inh – STAT1 signaling inhibitors, primary screen, cell-based, HTS, luciferase reporter; AID 920, 2007; NIH 3T3 STAT1-luciferase reporter, IFN-gamma, luminescence; inhibition, % at 5.5 µM; hit rate 0.35% among 200,000;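 active = inhibition above a set limit, the mean inhibition across all tested compounds plus 3 SD, cut at about 34% in these data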;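 note: 0% = IFN-gamma with DMSO and 100% = IFN-gamma with 300 µM nifuroxazide; values of inactives mirror those of a sister screen read the other way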
RAM network inh – inhibitors of the yeast RAM network, primary screen, dse1pr::URA3 reporter, 5-FOA selection; S. cerevisiae dse1pr::URA3 reporter, 5-FOA growth OD615, 2 d; analog-sensitive cbk1-as2 kinase mutant strain; inhibition, % at 50 µM; hit rate 1.8% among 190,000; AID 868, 2007;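 active = inhibition above a set limit, 3 SD over mean compound inhibition, cut at about 8.4% in these data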;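 note: 0% = DMSO-only wells with no growth and 100% = 10 µM 1-NA-PP1 full growth; inhibition rescues growth on 5-FOA so higher OD means more RAM inhibition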
PPARg SRC-1 ag – PPARgamma agonists recruiting SRC-1 coactivator, primary screen, biochemical; AID 631, 2007; PPARgamma-SRC-1 coactivator recruitment biochemical assay; hit rate 0.41% among 200,000; Peroxisome proliferator-activated receptor gamma (Homo sapiens), P37231; activation, % at 8 µM; in the data active = activation above about 19%;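 note: 0% = DMSO and 100% = reference agonist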
ROMK mod – ROMK potassium channel modulators, primary screen, cell-based, thallium flux, MLSMR library. ATP-sensitive inward rectifier potassium channel 1 (Homo sapiens), P48048. Tet-inducible ROMK, thallium flux fluorescence; actives lie on both sides. B-score at 10 µM. hit rate 2% among 130,000. AID 1918, 2009;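 active = signal ratio slope over the read window, or its plate-corrected B-score, at least 3 SD from the plate mean, either direction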;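 note: B-score of the F/F0 ratio slope over 7 to 12 s after thallium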
Target sequence (P48048 whole entry, looked up): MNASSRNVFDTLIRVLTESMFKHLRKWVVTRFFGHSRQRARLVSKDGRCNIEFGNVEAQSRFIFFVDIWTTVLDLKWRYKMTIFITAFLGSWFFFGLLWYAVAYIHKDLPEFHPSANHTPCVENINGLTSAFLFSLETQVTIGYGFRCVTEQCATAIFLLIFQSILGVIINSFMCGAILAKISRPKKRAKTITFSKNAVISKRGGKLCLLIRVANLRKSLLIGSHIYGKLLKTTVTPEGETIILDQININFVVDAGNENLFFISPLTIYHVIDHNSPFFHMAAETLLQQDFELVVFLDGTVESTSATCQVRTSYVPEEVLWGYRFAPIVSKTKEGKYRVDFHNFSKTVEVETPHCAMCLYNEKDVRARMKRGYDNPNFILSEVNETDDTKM
S1P3 antag – S1P3 receptor antagonists, primary screen, cell-based | AID 485, 2006 | hit rate 0.27% among 170,000 | CHO S1P3 NFAT-BLA reporter, FRET fluorescence, antagonist mode | Sphingosine 1-phosphate receptor 3 (Homo sapiens), Q99500 | inhibition, % at 4.98 µM;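 active = inhibition above the plate cutoff, the mean inhibition of test wells on that plate plus 3 SD, cut at about 28% in these data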;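 note: cells challenged with S1P at its EC80 of 0.8 µM; blue over green emission ratio from cleaved BLA substrate after 4 h stimulation; 0% = S1P-stimulated wells and 100% = unstimulated DMSO-only wells; some compounds past the cut are filed as inactive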
* marks the source's active call; other numbers are inactive results; . = not tested or not shown. Outcome played no part in choosing rows; 5.6% or so of the library scored in one or more.

SMILES	PPARg SRC-3 ag	TR-FRET SRC-2 ct	STAT3 inh	TLR4 MyD88 comp	PPARg SRC2 recr	STAT3 act	STAT1 inh	RAM network inh	PPARg SRC-1 ag	ROMK mod	S1P3 antag
Cc1cccc(NC(=O)CCN2C(=O)C3C4C=CC(C4)C3C2=O)c1 (configuration not stated)	-2	1329	8	11	1	100	-1	-0.8	0	.	.
O=C(CSc1nccn1-c1ccccc1)NO	4	1611	13	9	4	92	4	2.2	8	0.42	-19
COCCNC(=O)C(c1ccc(C)cc1)N(C(=O)CCC(=O)Nc1ccccn1)C1CCCC1 (configuration not stated)	12	1560	10	11	5	96	1	.	-8	.	3
CCC(Sc1ncccc1C(=O)OC(C)C)C(=O)N1CCOCC1 (configuration not stated)	6	1613	4	6	9	100	-2	1.3	2	.	.
CN(C)c1ccnc2sc3c(SCc4ccc(Cl)cc4)ncnc3c12	-2	1782	3	-2	-3	97	4	19*	5	-0.51	-15
COc1cccc(C2CC(c3cccs3)=NN2S(C)(=O)=O)c1 (configuration not stated)	6	1661	3	2	-5	106	11	1.4	4	1.5	-20
O=C(NC(=S)NCCO)c1sc2ccccc2c1Cl	4	1692	17	-13	8	93	-25	2.5	1	0.71	-16
O=C1c2oc3ccccc3c(=O)c2C(c2cccc(F)c2)N1CCCO (configuration not stated)	12	1490	1	-18	13	102	-2	5.8	9	0	-29
CCc1cccc2c(C(=O)CSc3nnc(-c4ccoc4C)n3C)c[nH]c12	5	1507	2	-11	6	102	-4	5.3	-6	.	.
CCN(CC)C(=O)N1CCn2c(nc3ccccc32)C1	-8	1582	-1	15	12	104	-4	1.1	7	.	.
CCCNC(=O)NCCc1ccncc1	1	1462	-6	1	6	106	-6	4.2	1	-0.035	.
C=CCNC(=O)CSc1nnc(-c2ccccn2)n1Cc1ccccc1	0	1702	10	-7	1	96	-3	1.9	-2	0.083	-1
CCN(CC)S(=O)(=O)c1cccc(C(=O)N/N=C/c2ccc([N+](=O)[O-])o2)c1	0	1529	21	-13	1	83	17	0.8	3	-0.65	-18
Cc1ccc(NC(=O)C2CC(=O)N/C(=N/N=C/c3ccco3)S2)cc1 (configuration not stated)	2	1561	0	8	-10	100	-6	4.9	-3	.	1
Cn1c(SCC(=O)C(C)(C)C)nnc1-c1ccccn1	6	1698	10	-3	9	92	0	0.0	2	0.07	.
COc1ccc(C2=CC(c3cccc(OC)c3)n3nnnc3N2)cc1 (configuration not stated)	-2	1423	19	9	0	86	-5	5.2	1	-4.2*	7
COc1ccc2o/c(=N\O)c(C(=O)Nc3ccccc3OC)cc2c1	1	1565	3	-1	6	99	6	2.9	6	.	.
COCCN1C=C(C(=O)OC)C(c2ccccc2Cl)C(C(=O)OC)=C1	6	1437	19	1	6	93	4	1.8	-3	0.54	-27
Cc1cc(O)c(-c2ccno2)cc1Cl	1	1468	-5	-13	1	102	1	2.8	-1	-0.11	-8
Cc1ccc(Nc2nnc(-c3ccncc3)s2)c(Br)c1	-5	1434	17	-1	-2	82	0	-1.3	5	.	-4
CCOC(=O)c1cc2c(C(F)(F)F)cc(-c3cccnc3)nc2o1	8	1578	13	-3	-4	92	2	0.9	-1	.	-19
COc1cccc(OCCSc2nc(C)c(Cc3ccccc3)c(=O)[nH]2)c1	5	1552	1	-8	-1	101	-6	1.1	4	0.56	-6
CCOC(=O)c1[nH]c(C)c(C(=O)N2CCN(C(=O)c3ccco3)CC2)c1C	2	1588	2	-5	4	100	5	1.2	-1	.	-28
N#C/C(=C/c1ccc(N2CCCCCC2)o1)c1ccc(F)cc1	4	1510	30	2	8	77	11	5.4	11	.	27
Cc1nn(-c2cccc3cccnc23)c(=O)c2ccccc12	3	1497	3	16	10	101	-5	0.1	2	0.89	.
Cc1cccc(-n2c(Cc3ccccc3)nnc2SCC(=O)N2CCOCC2)c1	11	1419	-2	0	2	105	-5	0.8	-5	.	-5
O=C(NCc1cccnc1)C1COc2ccccc2O1 (configuration not stated)	8	1626	1	-4	3	102	-10	2.1	5	.	.
Cc1cc(N2CCOCC2)ccc1/C=C1\NC(=O)N(Cc2ccccc2F)C1=O	-4	1472	29	-3	-7	81	14	1.5	3	0.25	-11
O=S(=O)(Cc1cc(Cl)nc(-c2ccccc2)n1)c1ccccc1	8	1532	2	15	3	103	-1	2.8	14	.	.
CN(C)C(=O)C1Cc2ccccc2CN1S(=O)(=O)c1cccs1 (configuration not stated)	-1	1517	8	-4	6	97	-3	1.1	3	1.4	-10
O=C(COc1ccccc1)Nc1ccc(Cl)cn1	1	1465	20	-5	5	86	-22	0.7	7	-0.27	3
CCOC(=O)n1c(=O)n(Cc2ccc(Cl)cc2Cl)c2ccccc21	-3	1530	21	-8	3	90	11	6.7	5	.	.
Cc1c(N=C2NN=C(c3ccc(Cl)cc3)CS2)c(=O)n(-c2ccccc2)n1C	0	1658	10	9	-8	92	10	-0.4	-5	-0.19	-12
CC(C)CN(CC(C)C)c1nnc(NC(=O)Cn2c(=O)oc3ccccc32)s1	-2	1468	3	-9	-6	105	4	4.3	-5	.	.
O=C(/C=C/c1cn(-c2ccccc2)nc1-c1cccc(Cl)c1)N1CCN(c2ccccn2)CC1	3	1653	8	4	0	97	-10	-0.8	4	1	-13
O=C(CSc1ccc2nnc(-c3ccccn3)n2n1)NCc1ccc2c(c1)OCO2	-2	1984*	6	4	28*	103	-5	2.4	-5	.	-11
CC(=O)c1c(O)cc(C)n(Nc2nc(C)cc(C)n2)c1=O	3	1581	-4	-1	3	103	4	-1.3	8	.	-13
Cc1ccc(-n2cc(C(=O)c3ccccc3O)cn2)cc1	-9	1344	79*	9	-5	38	12	6.2	-5	.	.
COC(=O)c1cn(Cc2ccccc2C)nn1	5	1548	2	-4	9	99	12	0.8	2	-0.024	-9
CC(=O)N(C)c1ccc(NC(=O)C(Sc2ccccc2)c2ccccc2)cc1 (configuration not stated)	-3	1492	7	-8	-5	98	-17	3.5	0	1.1	-4
O=C(C1CCCCC1)N1CCCC(c2nc(-c3ccc(F)cc3)no2)C1 (configuration not stated)	-6	1472	8	-1	-10	102	-8	0.7	-4	.	-3
CN(CC(=O)NCc1ccc(F)cc1)S(=O)(=O)c1cccc2nsnc12	6	1825	-2	-11	6	104	0	2.0	9	-1.3	10
Cc1cc(C)c(N=Cc2c(O)n(-c3nccs3)c(=O)c3ccccc23)c(C)c1	1	1508	11	3	10	88	-6	3.3	2	.	8
Cc1ccc(S(=O)(=O)NCc2ccco2)c(C)c1C	4	1385	12	-3	-2	97	0	-0.3	-3	.	1
Cc1ccc(OCCCC(=O)Nc2ccc(N3CCOCC3)cc2)cc1	21	1642	6	3	10	98	1	1.5	0	.	.
NC(=O)C1CCN(C(=O)c2cnn(-c3ccccc3)c2NC(=O)c2ccco2)CC1	7	1654	-7	-9	4	107	1	1.2	9	0.34	-23
COCCn1c(SCC(=O)NCC2CCCO2)nc2c(c1=O)SC(C)C2 (configuration not stated)	-2	1467	-8	1	1	107	-6	-0.2	-3	.	-7
CCN(CC)S(=O)(=O)c1ccc(Cl)c(NC(=O)COc2ccc(OC)cc2)c1	-2	1561	-1	-1	-1	102	-7	0.0	10	0.017	-13
COc1ccc(S(=O)(=O)N2CCCC(C(=O)Nc3cccc(C(C)=O)c3)C2)cc1 (configuration not stated)	6	1652	13	1	0	93	11	2.5	-3	.	-12
Cc1ccc(Sc2ccc(NC(=O)CCl)cc2)cc1C	1	1530	-2	12	-2	99	-5	-2.2	4	1.4	2
O=C(c1cccnc1)N1CCN(C(=O)c2ccccc2F)CC1	0	1544	-12	0	8	114	-4	-0.4	-9	.	-38
CC(=O)Oc1ccc(-n2c(=O)c3ccccc3c3ccccc3c2=O)cc1	-4	1414	9	9	-6	97	2	-0.1	-4	1.2	1
Cc1c(Cl)cccc1N=c1c([N+](=O)[O-])nn(-c2ccccc2)n1O	-1	1395	-10	-5	-2	109	-11	1.1	-4	1.6	.
CCOC(=O)c1cc(=O)n(-c2ccc(Cl)cc2C)[nH]1	2	1575	-5	1	-1	104	-2	0.9	6	-0.64	-5
Cc1cccc(NC(=O)CSc2nnc(Cn3nnc(-c4ccccc4)n3)n2-c2ccccc2)c1	-12	1385	1	0	4	107	1	3.4	5	.	2
CCOC(=O)CN(C(=O)CSc1nnc(-c2ccc(OC)c(OC)c2)o1)c1ccccc1	-2	1499	-4	-14	6	106	3	1.9	-3	.	0
CCCOC(=O)Oc1ccc2c(=O)c(Oc3cc(C)cc(C)c3)coc2c1	3	1743	-5	-2	0	102	14	3.9	3	-0.26	-3
O=C(O)c1ccccc1SCC(=O)N1CCCCC1	-9	1494	2	11	-10	108	3	2.0	-6	.	-31
COc1ccc(-n2c(Cc3cccn3C)nnc2SCC(=O)N2CCCc3ccccc32)cc1	-1	1686	6	-8	-10	98	-1	5.7	-2	.	11
Brc1cccc(CNCc2cccs2)c1	-2	1412	13	-5	-1	93	-4	-0.1	3	-0.77	-16
The listing continues:
SMILES	PPARg SRC-3 ag	TR-FRET SRC-2 ct	STAT3 inh	TLR4 MyD88 comp	PPARg SRC2 recr	STAT3 act	STAT1 inh	RAM network inh	PPARg SRC-1 ag	ROMK mod	S1P3 antag
Nc1nc(F)cc(NCc2ccccc2)n1	-1	1520	-3	-1	-9	105	-5	1.4	-7	-0.22	-6
CCn1c(SCC(=O)Nc2oc(-c3ccccc3)c(-c3ccccc3)c2C#N)nnc1-c1ccncc1	-1	1394	9	-4	2	97	-3	4.0	1	0.67	.
CCN(Cc1ccccc1)C(c1ccc(C)cc1)c1nnnn1C(C)(C)C (configuration not stated)	-3	1454	-1	4	6	104	2	2.2	5	2.1	.
Cc1cc(NCCCCO)n2c(nc3ccccc32)c1C#N	7	1501	15	1	10	89	9	0.7	9	0.67	-8
Cn1c(=O)cc(SCC(=O)N2CCCC2)c2ccccc21	20	2431*	19	21	35*	89	8	0.1	30*	.	-9
Cc1ccc(N(CC(=O)NCCSc2ccccn2)S(=O)(=O)c2ccc(F)cc2)cc1	3	1688	0	-6	-2	102	-2	3.7	4	-0.99	-4

Screening data as filed in PubChem BioAssay.
